Assay outcomes deposited in PubChem BioAssay by several laboratories.
CHT PAM = CHT positive allosteric modulators, primary screen, cell-based, membrane potential dye, choline EC20 | High affinity choline transporter 1 (Homo sapiens), Q9GZV3 | CHT-expressing cells; hits give high values; LV-AA mutant CHT in HEK293 cells | B-score at 10 µM | 0.49% of 310,000 active | AID 488977, 2010;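 active = initial fluorescence not abnormally high and integrated response B-score, plate-corrected, over 3 SD above library mean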
Target sequence (Q9GZV3 whole entry, looked up): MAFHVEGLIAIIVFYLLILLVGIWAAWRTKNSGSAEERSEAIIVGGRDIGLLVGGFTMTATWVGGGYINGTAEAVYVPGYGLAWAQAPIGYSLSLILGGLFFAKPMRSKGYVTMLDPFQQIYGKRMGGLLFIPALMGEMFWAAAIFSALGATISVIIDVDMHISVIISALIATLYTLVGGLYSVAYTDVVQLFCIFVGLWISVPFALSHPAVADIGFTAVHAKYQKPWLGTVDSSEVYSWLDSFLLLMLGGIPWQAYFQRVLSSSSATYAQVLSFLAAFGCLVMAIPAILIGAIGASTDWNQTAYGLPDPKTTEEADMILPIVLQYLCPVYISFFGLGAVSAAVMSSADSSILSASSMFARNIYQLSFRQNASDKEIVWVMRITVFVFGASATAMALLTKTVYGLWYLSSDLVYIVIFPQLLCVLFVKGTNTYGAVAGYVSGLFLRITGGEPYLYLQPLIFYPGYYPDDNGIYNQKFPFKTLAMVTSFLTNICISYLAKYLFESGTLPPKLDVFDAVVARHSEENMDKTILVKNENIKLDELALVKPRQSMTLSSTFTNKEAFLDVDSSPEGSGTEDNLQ
OX1R antag = OX1R (HCRTR1) antagonists, primary screen, fluorescence, CHO/OX1R cells, Fluo-8 calcium, orexin A; Orexin/Hypocretin receptor type 1 (Homo sapiens), O43613; Fluo-8 calcium fluorescence; inhibition, % at 5 µM; 0.43% of 330,000 active;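 active = inhibition above its plate's threshold, mean inhibition of all tested compounds on the plate plus 3 SD, cut at about 37% in these data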;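 note: 0% = orexin A challenge wells and 100% = SB-334867-A antagonist wells; not every result past the cut was called active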
Target sequence (O43613 whole entry, looked up): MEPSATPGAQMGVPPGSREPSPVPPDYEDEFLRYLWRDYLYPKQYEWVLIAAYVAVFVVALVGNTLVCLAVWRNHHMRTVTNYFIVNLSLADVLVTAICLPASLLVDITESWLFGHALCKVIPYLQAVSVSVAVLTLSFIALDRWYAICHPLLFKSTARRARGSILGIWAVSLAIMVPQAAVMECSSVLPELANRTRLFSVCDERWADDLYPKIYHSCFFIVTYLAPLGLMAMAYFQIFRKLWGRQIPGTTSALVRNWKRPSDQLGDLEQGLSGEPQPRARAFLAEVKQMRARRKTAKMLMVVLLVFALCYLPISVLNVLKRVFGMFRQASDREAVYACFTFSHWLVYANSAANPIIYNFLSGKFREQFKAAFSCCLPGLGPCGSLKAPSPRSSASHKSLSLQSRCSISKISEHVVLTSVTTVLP
Active calls of the source: *; i = inactive; / = not tested or not shown.

SMILES | CHT PAM | OX1R antag
O=C1NCN(c2ccccc2)C12CCN(CCCC(c1ccc(F)cc1)c1ccc(F)cc1)CC2 | i | 40*
Cc1ccc2nc(-c3ccc4c(c3)OCCO4)cc(C(=O)O)c2c1 | i | -5
COc1ccc(S(=O)(=O)NC(C)C(=O)NCc2cccnc2)cc1C (stereo not drawn) | i | -11
CC(=O)c1ccc(NC(=O)c2ccc(CNc3c(N4CCCC4)c(=O)c3=O)cc2)cc1 | i | -9
CC(C)N(C(=O)c1ccc(-c2ccccc2F)cc1)C(C)C | i | -15
CCOc1ccc(-n2c(O)c(/C=N/Nc3nc(C)cc(C)n3)c3ccccc3c2=O)cc1 | i | -25
Cc1c(C(=O)NCCN(C)C)oc2ccc(S(=O)(=O)N3CCCC3)cc12 | i | -29
c1ccc(CNCc2ccco2)cc1 | i | -10
COc1ccc(S(=O)(=O)N2CCC(=O)N2)cc1 | i | 4
CCOc1ccc(CN2CCNC(=O)C2CC(=O)N(C)Cc2nonc2C)cc1 (stereo not drawn) | i | -10
CCCCN(C(=O)c1cnc(C)cn1)c1c(N)n(CCC)c(=O)[nH]c1=O | / | -2
COc1cccc(C2C([N+](=O)[O-])=C(N)Oc3cc(C)oc(=O)c32)c1 (stereo not drawn) | i | 1
CSc1ncccc1C(=O)OCc1ccccc1 | i | -8
CNC(=O)C(=O)NCC(c1cccs1)S(=O)(=O)c1ccc(C)cc1 (stereo not drawn) | i | -9
CCOC(=O)Cn1nnnc1C(C(C)C)N(Cc1cc2c(C)cc(C)cc2[nH]c1=O)C1CCCC1 (stereo not drawn) | i | -21
Cn1nc(C(=O)OCc2ccc(F)cc2)c2ccccc2c1=O | i | -13
COC(=O)c1cc(C(=O)Nc2ccc(S(N)(=O)=O)cc2)cc([N+](=O)[O-])c1 | i | -3
COc1ccc2oc3cc(C)[n+]([O-])c(-c4ccc(Cl)cc4)c3c2c1 | i | -11
COc1ccccc1CNC(=O)CSc1nc(-c2ccccc2)cn1N | i | 10
CCn1c(SCC(=O)N2CCCC2)nnc1-c1ccco1 | i | -3
C/C(Cc1ccccc1)=N\NC(=O)CNC(=O)Cc1ccc(Cl)cc1 | i | -16
COc1ccccc1CCC(=O)NNC(=O)c1ccc(Br)cc1 | i | -15
Cc1nnc(NC(=O)c2ccccc2C(=O)O)s1 | i | -8
COC(=O)c1ccc(NC(=O)c2cccc(NC(=O)c3ccco3)c2)cc1 | i | -12
CCCC1(C)Nc2ccccc2-c2nc3ccccc3n21 (stereo not drawn) | i | -19
COc1ccc(S(=O)(=O)N2CCOCC2)cc1NC(=O)CNC(=O)c1cccs1 | / | -10
Fc1ccccc1/C=N/Nc1nn[nH]n1 | i | -5
Cc1ccc(S(=O)(=O)N2CCC(C(=O)OCC(=O)N(C)C3CCCCC3)CC2)cc1C | i | -33
CC(C)c1ccc(CNNC(=O)c2ccccc2)cc1 | i | 15
COc1cccc(C(=O)N2CCCN(C)CC2)c1OC | i | -5
CCOC(=O)c1[nH]c(C)c(CN(CCc2ccccc2)S(C)(=O)=O)c1C | i | -13
Cc1sc2nc(CSC(C)C(=O)N3CCOCC3)[nH]c(=O)c2c1C (stereo not drawn) | i | -13
c1coc(C2Nc3cccc4cccc(c34)N2)c1 | i | -15
Nc1nc(-c2ccc(Br)cc2)cc(C(F)(F)F)n1 | i | 5
S=C(NCc1ccc(Cl)cc1)Nc1ccc(Cl)cc1Cl | i | 6
C=CCn1c(SCC(=O)NC2CC2)nnc1-c1ccccn1 | i | -18
Cc1nnc2n1N=C(c1ccc(OC(F)F)cc1)C(C)S2 (stereo not drawn) | i | 9
C/C=C/c1ccc(OCC(O)CN2CCCCCCC2)c(OC)c1 (stereo not drawn) | i | -34
Cc1oc(-c2cccc3ccccc23)nc1CN1CCC[C@H]1CO | i | -29
O=[N+]([O-])c1ccc(Cl)cc1NCC1CCCO1 (stereo not drawn) | i | -9
Cc1c(C(=O)O)sc(=S)n1CCOc1ccccc1 | i | 2
COc1ccc2c(c1)c(=O)cc(-c1ccccc1)n2C | i | -12
CCN(CCCNC(=O)CN(C)S(=O)(=O)c1ccc2c(c1)CCC(=O)N2)c1cccc(C)c1 | i | -21
Cc1cc(Cl)ccc1N(CC(=O)N=Nc1c(O)[nH]c2ccccc12)S(C)(=O)=O | i | -30
O=C(OCc1nc2ccccc2s1)c1ccc([N+](=O)[O-])o1 | i | -4
COC(=O)CCc1n[nH]c(=O)[nH]c1=O | i | -9
COc1ccccc1CNC(=O)COC(=O)C1CCN(S(=O)(=O)c2ccccc2)CC1 | i | -30
CC(=O)N[C@@H](C)C(=O)N1CCN(S(=O)(=O)c2ccc(Cl)cc2)CC1 | i | -7
OCCC1CN(Cc2nc3ccccc3s2)CCN1CCc1ccccc1 (stereo not drawn) | i | -30
CCN1C2=C(C(=O)CCC2)C(c2ccc(O)c(Br)c2)C2=C1CCCC2=O | i | -3

(more compounds)
SMILES | CHT PAM | OX1R antag
CCOc1ccc(NC(=O)Cn2nc(-c3ccccc3Cl)n(CC)c2=S)cc1 | i | -23
COc1ccc(S(=O)(=O)N(C)C[C@H]2Oc3ccc(NC(=O)C4CC4)cc3C(=O)N([C@H](C)CO)C[C@@H]2C)cc1 | / | -23
NCCCCCc1nnc(SCc2ccccc2Cl)o1 | i | -6
COc1ccc(NC(=O)Nc2cccc3cccnc23)cc1 | i | -9
CN(C)CCNC(=S)Nc1ccc(-c2nc3ccccc3[nH]2)cc1 | i | -10
O=C1CCC([N+](=O)[O-])C(c2cc3c(cc2Br)OCO3)N1 (stereo not drawn) | i | -6
Cc1ccc(S(=O)(=O)NCCSc2nnc(N)s2)cc1 | i | -7
CC1(C)C=Cc2c(ccc3c2OC[C@@H](c2ccc(O)cc2O)C3)O1 | i | 47*
O=C(c1ccccc1OCc1ccc(Cl)cc1)N1CCN(c2ccccn2)CC1 | i | -25
COc1ccc(Cc2nnc(NC(=O)c3ccccc3F)s2)cc1 | i | /
NC(=O)COC(=O)/C=C/c1ccc2ccccc2n1 | i | -10
CN(NS(=O)(=O)c1ccccc1)c1nc2ccccc2nc1C(F)(F)F | i | -3
C=CCNC(=O)c1ccc(-c2nc(-c3ccc(Cl)cc3Cl)cs2)cc1 | i | 5
CCOC(=O)[C@@H]1[C@H]2COc3ccccc3[C@@H]2N2C(=O)N(c3cccc(F)c3)C(=O)[C@@]12C | / | -26
COc1ccc(CCN2CC(C(=O)NCc3c(C)n[nH]c3C)CCC2=O)cc1 (stereo not drawn) | i | -8
O=C1c2ccccc2C(=O)N1Cc1nn2c(-c3ccc(Cl)cc3)nnc2s1 | i | -14
CCOC(=O)C(NC(C)=O)C(OC(C)=O)c1cccc([N+](=O)[O-])c1 (stereo not drawn) | i | -4
Cn1ccnc1SCC(=O)Nc1cccc2ccccc12 | i | -20
COc1ccc(-c2nnn(CC(=O)OC3CCCCC3)n2)cc1OC | i | -22
CSc1ccccc1NC(=O)c1cc(C(C)C)on1 | i | -21
CCOC(=O)C1=C(COC(=O)c2ccc([N+](=O)[O-])s2)NC(=O)NC1C (stereo not drawn) | / | -18
CCOc1cc(C2NC(=O)NC(c3ccccc3)=C2C(C)=O)ccc1OCC(N)=O (stereo not drawn) | i | -4
Cc1nnc(NC(=O)c2oc3ccccc3c2C)s1 | i | -11
COc1ccccc1NC(=O)c1cc(=O)[nH]c2ccccc12 | i | -7
Cc1cc(=O)n2c(C(=O)Nc3ccc(C)c(C)c3)c(C(=O)Nc3ccccc3)sc2n1 | i | -9

OX1R antag, hit marks shown above
canonical_smiles,OX1R antag
O=C1NCN(c2ccccc2)C12CCN(CCCC(c1ccc(F)cc1)c1ccc(F)cc1)CC2,40*
CC1(C)C=Cc2c(ccc3c2OC[C@@H](c2ccc(O)cc2O)C3)O1,47*

Shown as labelled records: part of the list above
> COc1ccc(-c2nnn(CC(=O)OC3CCCCC3)n2)cc1OC
  CHT PAM: i
  OX1R antag: -22

> Cc1nnc2n1N=C(c1ccc(OC(F)F)cc1)C(C)S2 (stereo not drawn)
  CHT PAM: i
  OX1R antag: 9

Additional compounds follow.
SMILES | CHT PAM | OX1R antag
O=C(CN(C(=O)CNC(=O)c1ccco1)c1cccc(F)c1)NC1CCCCC1 | i | -30
O=C(Cc1coc2cc3c(cc12)CCC3)NC1CCCCCCC1 | i | -27
O=C(O)c1cc(NCc2c(F)cccc2Cl)ccc1N1CCOCC1 | i | 0
O=C(Oc1ccc(Cl)cc1)N1CCCCC1 | i | -1
O=c1c2ccccc2cnn1-c1ccc(Br)cc1 | i | -3
COc1cccc(/C=N/NC(=O)CC(C)O)c1OC/C=C/c1ccccc1 (stereo not drawn) | i | /
Cc1ccc(C(C(=O)NC2CCCC2)N(Cc2ccco2)C(=O)CCC(=O)Nc2cc(C)on2)cc1 (stereo not drawn) | 6.4* | -30
O=C(CSc1nc2ccccc2c(=O)n1Cc1ccc(F)cc1)NCc1cccs1 | i | -23
C=CCC(=O)N1CCCC(C(=O)c2ccc(Cl)cc2)C1 (stereo not drawn) | i | -5
O=C1C2C3C=CC(C2C(=O)N1c1ccccc1O)C1C2C(=O)N(c4ccccc4O)C(=O)C2C31 (stereo not drawn) | i | -6
Cc1ccc(N2CC(C(=O)N/N=C/c3cccc([N+](=O)[O-])c3)CC2=O)cc1 (stereo not drawn) | i | -19
O=C(NC1CCOc2ccccc21)C1CCCC1 (stereo not drawn) | i | -15
Cc1nn(C(C)C(=O)NCCc2ccccc2)c(=O)c2cc3occc3n12 (stereo not drawn) | i | -25
O=S(=O)(c1ccc(F)cc1)N1CCn2c(nc3ccccc32)C1 | i | 0
COc1ccc(-c2cc(C(F)(F)F)n3nc(C(=O)N4CCCC4)cc3n2)cc1 | i | -7
CC(C)(C)NC(=O)COC(=O)c1ccc(Cl)nc1 | i | -2
COc1ccc(C)cc1NC(=O)C1CCC(CNc2c(N3CCOCC3)c(=O)c2=O)CC1 (stereo not drawn) | i | -23
Cc1cccc(N=Nc2c(N)n[nH]c2N)c1 | i | -27
CCCCNC(=O)c1ccc(CS(=O)(=O)Cc2ccccc2F)o1 | i | -15
O=C1Nc2ccccc2C1Cc1ccccn1 (stereo not drawn) | i | -8
O=C(NC(=S)N(CCO)Cc1ccccc1)c1ccc(S(=O)(=O)N2CCCC2)cc1 | i | -19
Cc1ccc(N(C)C(=O)C2CCCN2S(=O)(=O)c2ccc3c(c2)n(C)c(=O)c(=O)n3C)cc1 (stereo not drawn) | 6.5* | -22
Cc1ccc(NC(=O)COC(=O)c2ccco2)cc1S(=O)(=O)N1CCOCC1 | / | -10
COc1ccc(-c2nnc(SCc3ccc(C(=O)O)cc3)n2C)cc1OC | i | -1
COc1ccc(C(=O)NCC(=O)NCC(=O)OCC(=O)c2cccs2)cc1 | i | -1
Cc1cccc(OCCCCN2CCNCC2)c1 | i | -24
O=C(Nc1oc2ccc(Cl)cc2c(=O)c1-c1ccc(F)cc1)c1ccco1 | i | -22
Cc1n[nH]c(=S)n1/N=C/c1c(O)ccc2ccccc12 | i | -13
C#CCOCCOCCOCCNc1nc(N2CCN(C(=O)[C@H](Cc3cc4ccccc4[nH]3)n3cc([C@@H](N)C(C)CC)nn3)CC2)nc(N2CCN(C(=O)[C@H](Cc3cc4ccccc4[nH]3)n3cc([C@@H](N)CC(C)C)nn3)CC2)n1 (stereo partly drawn) | i | -8
Cc1nnc(SCC(=O)NC(C)(C)C)n1NCc1c(F)cccc1Cl | i | -14
Cc1ccc2c(c1)COc1c3ccc(C(=O)O)cc3nn1-2 | i | 1
O=C(CC(=O)Nc1cccc(Cl)c1)N/N=C\c1ccccc1 | i | -15
CCC(=O)Nc1ccc(S(=O)(=O)N2CCCCC2)cc1OC | i | -8
CCCNC(=O)c1ccc2c(c1)nc(C)n2-c1cccc(C)c1 | i | -11
O=C(CN1CCC(NC(=O)C2CC2)CC1)Nc1ccccc1[N+](=O)[O-] | i | -7
Clc1cccc(NCc2nnc(SCc3ccc(Cl)cc3Cl)o2)c1 | i | -15
COc1ccc(-c2ccc3oc(-c4ccc(OC)cc4)c(-c4cc(OC)c(OC)c(OC)c4)c3c2)cc1 | i | -24
CSc1n[nH]c2nc3c(c(=O)n12)C1(CCCC1)Cc1ccccc1-3 | i | -32
CC(=O)c1c(CSc2ccccc2)oc2ccc(O)c(CN(C)C)c12 | i | -11
Cc1cccc(NC(=O)CCC(=O)N/N=C/c2ccc(O)cc2O)c1 | i | -24
COc1cc2c(cc1OC)C(C)N(C(=O)Nc1cc(C)cc(C)c1)CC2 (stereo not drawn) | i | -14
COc1ccc(N2CCN(c3nc(NCCO)nc(N4CCOCC4)n3)CC2)cc1 | i | -5
CC(=O)c1cccc(NC(=O)CCCNC(=O)c2ccc(Cl)cc2)c1 | i | -14
O=C(/C=C/c1cccnc1)c1ccc([N+](=O)[O-])cc1 | i | -15

Profiles, looked up by structure:
CNC(=O)C(=O)NCC(c1cccs1)S(=O)(=O)c1ccc(C)cc1 (stereo not drawn) in the list: CHT PAM: i; OX1R antag: -9
Cc1ccc(C(C(=O)NC2CCCC2)N(Cc2ccco2)C(=O)CCC(=O)Nc2cc(C)on2)cc1 (stereo not drawn) in the list: CHT PAM: 6.4*; OX1R antag: -30
C#CCOCCOCCOCCNc1nc(N2CCN(C(=O)[C@H](Cc3cc4ccccc4[nH]3)n3cc([C@@H](N)C(C)CC)nn3)CC2)nc(N2CCN(C(=O)[C@H](Cc3cc4ccccc4[nH]3)n3cc([C@@H](N)CC(C)C)nn3)CC2)n1 (stereo partly drawn) in the list: CHT PAM: i; OX1R antag: -8
